# Assay outcomes (PubChem)
# RNase H inhibition = RNase H inhibition, HIV 1 Gag Pol polyprotein, FRET biochemical assay, screening (AID 372); inhibition, % at 10 µM, or IC50 in µM where a hit was titrated; 0.77% of 100,000 active; HIV-1 RT RNase H, FRET RNA/DNA substrate fluorescence; higher % means a stronger effect; in the data active = inhibition above about 50%
# Active calls of the source: *. An excerpt; count on the stated rates, not on these rows.
SMILES,RNase H inhibition
COc1ccc(C(c2c(O)c3ccccc3oc2=O)c2c(O)c3ccccc3oc2=O)cc1COc1ccccn1,10.0%
N#CC(C#N)=Cc1cccc2ccccc12,27.0%
CCOC(=O)C1=C(C)OC(N)=C(C#N)C12C(=O)Nc1ccccc12 (stereo not drawn),3.0%
COc1ccccc1N1CCN(Cc2cccc(Cl)c2Cl)CC1,11.0%
COc1ccccc1CNCCc1ccc(Cl)cc1,0.0%
CN1C(=O)C(=Cc2ccc(OCC(=O)O)c(Cl)c2)C(=O)N(C)C1=O,0.0%
COc1ccc2ccccc2c1CNCCc1ccccc1,2.0%
CCC1(C)CC(CCNCc2ccc(N(C)C)cc2)(c2ccc(C)cc2)CCO1 (stereo not drawn),22.0%
Clc1ccc(CCN(Cc2ccco2)Cc2ccco2)c(Cl)c1,6.0%
Cc1ccc(Sc2ccc(C=C3C(=O)N(C)C(=O)N(C)C3=O)o2)cc1,13.0%
O=c1c2ccccc2nc(/C=C/c2ccc([N+](=O)[O-])cc2)n1-c1ccc(Br)cc1,16.0%
O=c1c2ccccc2nc(-c2cccs2)n1-c1ccc(Br)cc1,11.0%
COc1cc(CNCCc2ccccc2)cc(OC)c1,12.0%
N#CC1=C(N)Oc2c(c(=O)oc3ccccc23)C1c1ccoc1 (stereo not drawn),0.0%
COCCOC(=O)C1=C(N)OC(C)=C(C(=O)OC)C12C(=O)Nc1ccccc12 (stereo not drawn),4.0%
Cc1ccccc1N1C(=O)NC(=O)/C(=C\c2ccc(-c3ccc(F)cc3)o2)C1=O,21.0%
Cc1ccc(-c2nc3ccccc3c(=O)n2-c2ccc(Br)cn2)cc1,0.0%
O=C(CN1CCOCC1)Nc1ccc(Br)cc1C(=O)c1ccccc1Cl,18.0%
Cc1cccc(-n2c(/C=C3\C(=O)Nc4ccccc43)nc3ccccc3c2=O)c1,9.0%
COc1ccc(-n2c(C)cc(/C=C3/C(=O)NC(=O)N(Cc4ccco4)C3=O)c2C)cc1,30.0%
COc1ccccc1CN1CCN(C(=O)COc2ccccc2)CC1,29.0%
CCOc1ccc(CN2CCN(c3cc(C)ccc3C)CC2)cc1,15.0%
COc1ccc(CCNCc2cccc(Cl)c2)cc1,0.0%
O=[N+]([O-])c1ccccc1CNCCc1ccc(Cl)cc1Cl,22.0%
O=[N+]([O-])c1cc2c(cc1CNCCc1c[nH]c3ccccc13)OCO2,5.0%
O=C(COc1ccc(Cl)cc1)N1CCN(Cc2cccc(F)c2)CC1,0.0%
Fc1ccc(N2CCN(Cc3c(F)cccc3Cl)CC2)cc1,8.0%
COc1ccc(O)c(CN2CCN(Cc3cccc(Cl)c3)CC2)c1,6.0%
COc1cc(/C=C\c2nc3ccccc3c(=O)n2-c2ccc(O)cc2)ccc1O,48.0%
CCC(=O)c1ccc(N2CCN(C)CC2)c(F)c1,1.0%
COc1ccc(CN2CCN(c3ccccc3C)CC2)cc1C,13.0%
CC(Nc1ccc([N+](=O)[O-])c2cccnc12)C12CC3CC(CC(C3)C1)C2 (stereo not drawn),11.0%
COc1ccc2ccccc2c1/C=C1\C(=O)NC(=S)N(c2cccc(C)c2)C1=O,9.0%
CC12CCC3C(CC=C4CC(O)CCC43C)C1C/C(=C\c1ccc(F)cc1)C2=O (stereo not drawn),11.0%
COc1cc(C=C2C(=O)NC(=O)NC2=O)ccc1OCc1ccc(C(=O)O)cc1,8.0%
CC(=Nc1ccc(F)cc1)c1c(O)n(C)c(=O)[nH]c1=O,13.0%
CCN1CCN(Cc2ccc(C)cc2)CC1,8.0%
CCCCCn1c(=O)c(C(=O)Nc2ncccn2)c(O)c2ccccc21,12.0%
c1ccc(CSc2nnc(-c3ccccc3)o2)cc1,6.0%
Fc1cccc(CN2CCN(c3cccc(C(F)(F)F)c3)CC2)c1,1.0%
COc1cccc(CN(CCc2ccc3c(c2)OCO3)Cc2cccc(OC)c2)c1,12.0%
C=CCn1c(O)c(/C=C2/C=c3ccccc3=N2)c(=O)[nH]c1=S,9.0%
O=c1c2ccccc2nc(-c2cccs2)n1-c1ccccn1,12.0%
COc1cccc(-n2c(Cc3ccccc3)nc3ccccc3c2=O)c1,4.0%
COc1ccccc1/C=C1/C(=O)C2CCN1CC2,5.0%
Cc1nc2c(Cl)cc(Cl)cc2c(=O)n1-c1cc(C(F)(F)F)cc(C(F)(F)F)c1,5.0%
CCCCOP(=O)(CC#N)OCCCC,1.0%
N#Cc1c(/N=C/c2cc(Br)ccc2O)sc2c1CCC2,3.0%

# 2 entries from above in a different format.
C=CCn1c(O)c(/C=C2/C=c3ccccc3=N2)c(=O)[nH]c1=S
  RNase H inhibition = 9.0%

COc1cccc(CN(CCc2ccc3c(c2)OCO3)Cc2cccc(OC)c2)c1
  RNase H inhibition = 12.0%

# Some of the entries so far, as tab-separated lines.
compound	RNase H inhibition
Cc1cccc(-n2c(/C=C3\C(=O)Nc4ccccc43)nc3ccccc3c2=O)c1	9.0%
COc1ccc(-n2c(C)cc(/C=C3/C(=O)NC(=O)N(Cc4ccco4)C3=O)c2C)cc1	30.0%
COc1ccccc1CN1CCN(C(=O)COc2ccccc2)CC1	29.0%
CCOc1ccc(CN2CCN(c3cc(C)ccc3C)CC2)cc1	15.0%
COc1ccc(CCNCc2cccc(Cl)c2)cc1	0.0%
O=[N+]([O-])c1ccccc1CNCCc1ccc(Cl)cc1Cl	22.0%
O=[N+]([O-])c1cc2c(cc1CNCCc1c[nH]c3ccccc13)OCO2	5.0%
O=C(COc1ccc(Cl)cc1)N1CCN(Cc2cccc(F)c2)CC1	0.0%
Fc1ccc(N2CCN(Cc3c(F)cccc3Cl)CC2)cc1	8.0%
COc1ccc(O)c(CN2CCN(Cc3cccc(Cl)c3)CC2)c1	6.0%
COc1cc(/C=C\c2nc3ccccc3c(=O)n2-c2ccc(O)cc2)ccc1O	48.0%
CCC(=O)c1ccc(N2CCN(C)CC2)c(F)c1	1.0%
COc1ccc(CN2CCN(c3ccccc3C)CC2)cc1C	13.0%
CC(Nc1ccc([N+](=O)[O-])c2cccnc12)C12CC3CC(CC(C3)C1)C2 (stereo not drawn)	11.0%
COc1ccc2ccccc2c1/C=C1\C(=O)NC(=S)N(c2cccc(C)c2)C1=O	9.0%
CC12CCC3C(CC=C4CC(O)CCC43C)C1C/C(=C\c1ccc(F)cc1)C2=O (stereo not drawn)	11.0%
COc1cc(C=C2C(=O)NC(=O)NC2=O)ccc1OCc1ccc(C(=O)O)cc1	8.0%
CC(=Nc1ccc(F)cc1)c1c(O)n(C)c(=O)[nH]c1=O	13.0%
CCN1CCN(Cc2ccc(C)cc2)CC1	8.0%
CCCCCn1c(=O)c(C(=O)Nc2ncccn2)c(O)c2ccccc21	12.0%
c1ccc(CSc2nnc(-c3ccccc3)o2)cc1	6.0%
Fc1cccc(CN2CCN(c3cccc(C(F)(F)F)c3)CC2)c1	1.0%
COc1cccc(CN(CCc2ccc3c(c2)OCO3)Cc2cccc(OC)c2)c1	12.0%
C=CCn1c(O)c(/C=C2/C=c3ccccc3=N2)c(=O)[nH]c1=S	9.0%
O=c1c2ccccc2nc(-c2cccs2)n1-c1ccccn1	12.0%
COc1cccc(-n2c(Cc3ccccc3)nc3ccccc3c2=O)c1	4.0%
COc1ccccc1/C=C1/C(=O)C2CCN1CC2	5.0%

# Continued:
SMILES,RNase H inhibition
O=C1NC(=O)N(Cc2ccccc2)C(=O)/C1=C\C=C\c1ccco1,0.0%
Cc1cccc(C(=O)NC(Oc2ccccc2)C(Cl)(Cl)Cl)c1 (stereo not drawn),23.0%
CC1CN(c2ccc([N+](=O)[O-])cc2)CCN1 (stereo not drawn),19.0%
Cc1ccc(C)c(N2CCN(Cc3ccccc3Cl)CC2)c1,3.0%
Clc1ccc(CNCCc2ccc3c(c2)OCO3)cc1,0.0%
O=[N+]([O-])c1cc(CN2CCN(c3ccccc3)CC2)ccc1Cl,2.0%
O=C(CN1CCCC1=O)Nc1ccccc1,7.0%
COP(=O)(OC)C(=O)c1ccccc1,7.0%
CCC(CC)N1CCN(Cc2ccc(OC)c(OC)c2OC)CC1,7.0%
Cc1ccc(C(=O)NC2CCCCC2)cc1S(=O)(=O)N1CCCCC1,15.0%
O=c1c2ccccc2nc(CSc2ncnc3ccccc23)n1-c1ccccc1,16.0%
CCOc1ccc(C(=O)CN2CCOCC2)cc1,0.0%
Cc1cc(C=C2C(=O)NC(=O)NC2=O)c(C)n1-c1ccc(Br)cc1,9.0%
O=C1CC(=O)N(c2ccc(Br)cc2)C(=S)N1,12.0%
Cc1cc(C=C2C(=O)NC(=O)NC2=O)c(C)n1C1CCCCC1,13.0%
CCOP(=S)(OCC)SCN1CC(=O)N(CSP(=S)(OCC)OCC)CC1=O,30.0%
